# FEN1 inhibitor = inhibitors of human flap endonuclease 1. AID 588795. hit rate 0.35% among 390,000. P39748. Recombinant FEN1 flap cleavage, fluorescence, 15 min. Potency, µM (highest dose often 114 µM), inactives show top-dose activity change, negative = inhibition, usual class: inhibitors; note: nearly all actives have a fitted effect of over 65% in size
#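 FEN1 at 10 nM, compound pretreatment for 15 min (room temperature), 50 nM final substrate to initiate; endpoint reads at 0 and 15 min; DMSO-only plates used as vehicle background.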
# N370S GC mod = N370S glucocerebrosidase modulation, Gaucher chaperone candidate; N370S GC spleen homogenate, 4MU-glucoside fluorescence; hit rate 0.092% among 330,000; Potency, µM (titrated, usually from 59.4 µM), for inactives: at the top dose activity change, negative = inhibition, most hits filed as inhibitors; P04062; AID 2101;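 note: 0% = full enzyme activity and -100% = no enzyme basal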
# TDP1 block = TDP1 (human) enzyme inhibition; Q9NUW8; recombinant TDP1, AlphaScreen DNA substrate cleavage; Potency, µM (titrated, usually from 130 µM), for inactives: top-dose activity change, negative = inhibition, actives largely listed as inhibitors; hit rate 0.28% among 350,000; note: nearly all actives have a fitted effect of over 40% in size
# Target sequence (Q9NUW8 whole entry, looked up): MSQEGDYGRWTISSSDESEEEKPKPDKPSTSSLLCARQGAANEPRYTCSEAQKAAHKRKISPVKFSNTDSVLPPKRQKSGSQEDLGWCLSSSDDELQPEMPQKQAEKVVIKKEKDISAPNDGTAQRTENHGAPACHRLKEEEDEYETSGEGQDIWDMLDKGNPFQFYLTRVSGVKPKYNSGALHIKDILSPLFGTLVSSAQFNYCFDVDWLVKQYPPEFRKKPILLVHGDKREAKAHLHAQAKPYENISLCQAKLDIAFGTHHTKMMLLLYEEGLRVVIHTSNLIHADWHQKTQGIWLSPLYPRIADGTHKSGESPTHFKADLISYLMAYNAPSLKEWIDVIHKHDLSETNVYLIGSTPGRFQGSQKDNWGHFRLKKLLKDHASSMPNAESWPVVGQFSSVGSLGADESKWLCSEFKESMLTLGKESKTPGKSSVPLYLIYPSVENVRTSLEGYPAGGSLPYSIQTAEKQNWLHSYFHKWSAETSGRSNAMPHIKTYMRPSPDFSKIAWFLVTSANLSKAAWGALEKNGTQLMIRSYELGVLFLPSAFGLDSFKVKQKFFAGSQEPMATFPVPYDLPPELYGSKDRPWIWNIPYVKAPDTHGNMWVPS
#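 Enzyme-compound mixtures sat 15 min at room temperature, followed by a 5 min reaction with 15 nM final substrate and 10 min with AlphaScreen beads. Recombinant human Tdp1 was used at 1 nM final.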
# The depositor's hits bear a star; ? = inconclusive; · = not tested or not shown; & = joins results of further samples; [ ] = another dose, or the depositor's remark. Calls come from the whole dose curve; as a rule, active = well fitted curve in the direction sought with a large enough effect; inconclusive = small, poorly fitted or top-dose-only effect, or another doubt; inactive = no such curve, though single readings can be large; an effect the other way counts as inactive or inconclusive. Unless noted, % is set by controls: 0 for no effect and ±100 for the full control effect; potency is the fitted concentration of half-maximal effect.
SMILES,FEN1 inhibitor,N370S GC mod,TDP1 block
CC(O)CC(C)O (stereo not given),20%,8%,0%&3%
COc1cc(CNC2CCCCC2)c(Br)cc1OC1CCCC1,1%,0%,4%
CCC(C)NS(=O)(=O)c1ccc(NS(=O)(=O)c2ccccc2[N+](=O)[O-])cc1 (stereo not given),6%,15%,6%
CCOc1cccc(/C(O)=C2/C(=O)C(=O)N(CCOC)C2c2ccncc2)c1 (stereo not given),-3%,-5%,1%
CCOC(=O)C1CCCN(S(=O)(=O)Cc2ccccc2Cl)C1 (stereo not given),-6%,-10%,0%
CCOc1ccc(CCNC(=O)C2CCC(=O)N2C2CCCCC2)cc1OCC (stereo not given),-2%,19%,3%
CCOc1ccccc1N1CCN(S(=O)(=O)c2ccc(Cl)s2)CC1,-2%,10%,0%
COCCCn1c(SCC(=O)OC2CCCCC2)nnc1-c1cccs1,-3%,-22%[2.35 µM],9%
CCc1ccc(C(=O)COC(=O)C(Cc2ccccc2)NC(=O)C2CCC(C)CC2)cc1 (stereo not given),-5%,5%,4%
CCOC(=O)N1CCN(C(=O)c2cc3cc(F)ccc3[nH]2)CC1,4%,-8%,·
CCCC(=O)OCC(=O)Nc1ccccc1Sc1ccccc1,-1%,-1%,0%
O=c1cc(-c2ccccc2)nc2nc(SCc3ccccc3)[nH]n12,-7%,19%,-1%
CCOc1ccc(N=c2cc(-c3ccc(OC)cc3)oc3ccccc23)cc1,3%,-4%,8%
Cc1nn(C)c(Cl)c1C(=O)NCC(=O)O,0%,-1%,-2%
Cc1cc(C)cc(OCC(=O)Nc2cccc(-c3nnc(-c4ccco4)o3)c2)c1,-3%,0%,0%
COc1cccc(C(=O)CC(C(=O)O)c2ccc(F)cc2)c1 (stereo not given),7%,11%,5%
CCOC(=O)C(CC)(CCC(=O)O)c1csc(N)n1 (stereo not given),-3%,·,-1%
O=C(CSc1ccc2c(c1)OCCO2)NCc1ccco1,-11%,3%,-2%
O=C(COC(=O)C1CCCN1C(=O)c1cccs1)c1ccccc1 (stereo not given),2%,15%,3%
COc1ccc(-n2nc([N+](=O)[O-])c(=NCCC3=CCCCC3)n2O)cc1,-10%,10%,9%
CC1CC1C(=O)Nc1cc(S(=O)(=O)N2CCOCC2)ccc1N1CCCC1 (stereo not given),-1%,0%,0%
O=C(COC(=O)c1cc([N+](=O)[O-])ccc1N1CCOCC1)NCc1ccc(Cl)cc1Cl,1%,2%,3%
COc1ccc(-c2nc(S(=O)(=O)c3ccccc3)c(N3CCOCC3)o2)cc1,13%,9%,9%
COc1ccccc1C(=O)NNC(=O)c1ccc(Cl)cc1,-9%,-4%,0%
Cc1ccc(NC(=S)N/N=C/c2cccn2Cc2ccccc2F)cc1,-7%,?,11%
# Carrying on:
SMILES,FEN1 inhibitor,N370S GC mod,TDP1 block
FC(F)(F)c1nnc2ccc(-n3ccnc3)nn12,-12%,-7%,0%
CCCN(CCC)Cc1c(C(=O)N/N=C/CCc2ccccc2)nnn1-c1nonc1N,1%,-7%,7%
CCOc1ccc(NC(=S)NNC(=O)c2ccc(Br)cc2)cc1,-8%,-12%,8%
CC(C)C1=CC2=CCC3C(C)(C(=O)O)CCCC3(C)C2CC1 (stereo not given) (tested in a mixture with another compound),·,-11%,2%
COc1ccc(NC(=O)CCS(=O)(=O)c2nc(-c3cccs3)cc(C(F)(F)F)n2)cc1,-10%,·,6%
Cc1ccc(C(=O)Nc2nc(C)c(C)s2)o1,-8%,16%,9%
CCOC(=O)C1CCN(C/C=C/c2ccccc2OC)CC1,5%,-3%,-3%
O=C(NN1C(=O)C2C3c4ccccc4C(c4ccccc43)C2C1=O)c1ccccc1 (stereo not given),0%,6%,-5%
CCN1CCCc2cc(CN(CCN3CCOCC3)C(=S)Nc3ccc(OC)c(OC)c3)ccc21,20%,-20%,8%
CN(C(=O)c1nn(C)c2c1CSc1ccccc1-2)c1ccc(F)cc1,6%,-24%,5%
CCc1ccc(NC(=O)NCc2ccccn2)cc1,5%,-14%,1%
CCCCNC(=O)c1onc(CSc2cccc3ccccc23)c1C(=O)O,11%,-11%,3%
O=C(CCn1c(=O)sc2ccccc21)NCc1cccs1,-4%,0%,3%
Cc1cc(C(=O)Nc2cnc3ccccc3c2)ccc1[N+](=O)[O-],0%,1%,7%
Cc1ccc(S(=O)(=O)Nc2ccc(O)c3ccccc23)c(C)c1,?,2%,·
C[C@H](CO)N1C[C@H](C)[C@@H](CN(C)C(=O)Nc2ccc3c(c2)OCO3)Oc2c(NC(=O)c3ccncc3)cccc2C1=O,-6%,·,1%
COc1ccc(Cl)cc1NC(=O)c1noc(C)c1[N+](=O)[O-],22%,2%,3%
CC(C)C(NS(=O)(=O)c1ccccc1)C(=O)N1CCN(C(=O)c2ccco2)CC1 (stereo not given),8%,-13%,0%
Cc1ccc(S(=O)(=O)N2CCC(C(=O)NCC3CCCCC3)CC2)cc1,-18%,-3%,4%
Cc1c(OCC(=O)NCC(O)c2ccccc2)ccc2c3c(c(=O)oc12)CCC3 (stereo not given),7%,5%,-1%
Cc1ccc(C(=O)NCC(=O)Nc2ccncc2)cc1C,-12%,-6%,2%[56.1 µM]
O=C(C1CCC(=O)N(C2CC2)C1)N1CCC(Oc2ccccc2F)CC1 (stereo not given),-1%,-10%,4%[56.1 µM]
O=C(O)Cc1c[nH]c2ccc(O)cc12,15%,3%,-13%[56.1 µM]
COc1cccc(/C=C2/C(=O)NN(c3ccc(C)c(C)c3)C2=O)c1,-1%,2%,·
O=C(CN1C(=O)C2CCCCC2C1=O)NC1CCCc2ccccc21 (stereo not given),2%,-3%,-6%
# Next section
SMILES,FEN1 inhibitor,N370S GC mod,TDP1 block
O=C(NCCCn1ccnc1)C(Cc1ccccc1)N1C(=O)c2ccccc2C1=O (stereo not given),1%,1%,8%
CCOC(=O)C1CCN(C(=O)COC(=O)c2c(C)c(CC)nc3ccccc23)CC1,-10%,·,0%
CCOc1cc(N2CCOCC2)c(OCC)cc1NC(=O)CN1CCC(Cc2ccccc2)CC1,8%,-4%,2%
CN(C(=O)c1nc(-c2cccc(F)c2)n2c1CCCCC2)c1ccccc1F,4%,·,5%
Cc1cc(C)nc(-n2nc(C)cc2NC(=O)c2ccc(F)cc2F)n1,36%,-1%,-3%
COC(=O)C1(S(=O)(=O)c2cc(Br)cc3c2N(C(C)=O)CC3)CC1,8%,1%,3%
COCCNC(=O)CN(c1ccc(F)cc1)S(=O)(=O)c1ccc2c(c1)OCCO2,-10%,-5%,7%
Cc1ccc(N2C(=O)CC(N3CCN(C4CCc5ccccc5C4)CC3)C2=O)cc1 (stereo not given),-3%,-26%,4%
CCOC(=O)CSc1ccc(S(=O)(=O)N2CCCC2)cc1[N+](=O)[O-],14%,4%,6%
Cc1cc(NC(=O)CSc2nc(C(C)C)nc3sc(C)c(C)c23)no1,1%,4%,7%
COc1cccc(-c2noc(C3CCCN(C(=O)c4ccccc4OC)C3)n2)c1 (stereo not given),0%,0%,·
COc1ccc(Nc2ncnc3sc(-c4ccccc4)cc23)cc1,?,12%,1%
COCCNC(=O)CCCn1c(SCC(=O)c2ccc(Br)cc2)nc2c(sc3ccccc32)c1=O,-6%,·,5%
CCN(CC)C(=O)C1CC(=O)OC1(C)C (stereo not given),-3%,18%,7%
CCOc1ccc(-n2c(=O)c3sccc3n(CC(=O)NCCc3ccc(OC)c(OC)c3)c2=O)cc1,-1%,-2%,2%
C=CCNC(=O)CN(Cc1ccccc1)S(=O)(=O)c1ccc(C)cc1,17%,-1%,2%
COc1cc(CNC(C)(C)CO)ccc1OCC(=O)Nc1ccc(Br)cc1,10%,-12%,4%
O=C(c1ccc(NC2=NC3CS(=O)(=O)CC3S2)cc1)N1CCN(C(=O)c2ccco2)CC1 (stereo not given),-13%,?,0%
COCCNC(=O)c1[nH]c2cc(C)ccc2c1Sc1ccc(Cl)cc1,-5%,·,9%
CC1=C(C(=O)Nc2cccnc2)C(c2ccc(F)cc2)n2nc(SCc3ccccc3)nc2N1 (stereo not given),-3%,·,3%
CCCCS(=O)(=O)CC(COc1ccccc1)OC(=O)c1ccccc1 (stereo not given),-11%,-12%,-4%
O=C(O)CSCc1ccc(C(=O)O)o1,7%,2%,-14%
O=C(CCCC(=O)OCC(=O)NC1CCCC1)Nc1ccccn1,0%,18%,5%
COc1cc2c(c(OC)c1OC)-c1ccc(NC(=O)c3ccc(F)cc3)c(=O)cc1[C@@H](NC(C)=O)CC2,-18%,-11%,·
Cc1cc(C)n(-c2nncn2/N=C/c2ccccc2F)n1,1%,-3%,4%
# The listing continues:
SMILES,FEN1 inhibitor,N370S GC mod,TDP1 block
COc1ccc(C2=CC3=C(Br)C(=O)C(C)(OC(=O)c4ccc(Cl)nc4)C(=O)C3=CO2)cc1 (stereo not given),?,5%&-1%,-5%&-6%
COc1cccc(N2CCN(C(=O)/C=C/c3ccco3)CC2)c1,5%,21%,6%
CN(NC(=O)Nc1ccccc1)c1cnn(C)c(=O)c1Cl,18%,6%,2%
COc1ccc(C)cc1S(=O)(=O)N(C)CC(=O)NC1CC1,2%,15%,0%
COc1ccc(NC(=O)c2nnn(CC(=O)Nc3cc(C)cc(C)c3)c2N)c(OC)c1,10%,·,0%
CC(C)CCNC(=O)C1CC(c2cccc([N+](=O)[O-])c2)=NO1 (stereo not given),-1%,-9%,4%
CCOCCCNc1nc2cc(OC)c(OC)cc2c2nc(-c3ccccc3)nn12,?,·,-2%
CCCC(C(=O)NC1CCCC1)N(C(=O)Cn1nnc(-c2ccc(C)o2)n1)c1cccc(O)c1 (stereo not given),0%,1%,5%
CCOc1ccc(-n2nc(CO)c(C(=O)NCC(C)O)n2)cc1 (stereo not given),-8%,·,2%
O=c1c(C=NCCN2CCNCC2)c(-c2ccccc2)[nH]n1-c1ccc([N+](=O)[O-])cc1,·,-1%,3%
CC(=O)Nc1ccc(SCCN2CCN(C)CCC2=O)cc1,-6%,-10%,1%
CN(CCC1CCOCC1)C(=O)C1CCC(=O)N(CCc2cccc(F)c2)C1 (stereo not given),12%,2%,4%
c1cc2nnnn2nc1N1CCCCCC1,-6%,8%,5%
CCSc1nnc(NC(=O)c2cnccn2)s1,-4%,5%[2.35 µM],3%
C=CCn1c(SCc2ccc(C(=O)NCCO)cc2)nc2sc(C)c(C)c2c1=O,6%,2%,5%
CN(C)S(=O)(=O)c1ccc(C(=O)Nc2ccnn2C2CCCCC2)cc1,-1%,0%,7%
O=C(CN1C(=O)C2C3C=CC(C4CC34)C2C1=O)Oc1ccccc1 (stereo not given),0%,4%,-8%
CCOC(=O)N1CCC(NC(=O)C2CCN(C(=O)N3CC(C)Oc4ccc(C)cc43)CC2)CC1 (stereo not given),0%,12%,1%
O=C/C(=C\Nc1ccccn1)c1nc2ccccc2o1,-7%,-16%,2%
COc1ccc(S(=O)(=O)N2CCN(CC(=O)c3[nH]c(C)c(C(C)=O)c3C)CC2)cc1OC,6%,·,2%
COc1ccc(NC(=O)C(=O)Nc2ccc3nc4n(c(=O)c3c2)CCCCC4)c(OC)c1,14%,·,3%
CN(C)C(=O)C(OC(=O)c1ccc2c(c1)CCCC2)c1ccccc1 (stereo not given),-1%,27%,1%
COc1c(C(=O)Nc2ccc(CN3CCOCC3)cc2)cc2ccccc2c1Br,-3%,-4%,3%
